Source: PubChem (National Center for Advancing Translational Sciences (NCATS))
Lipid storage S3: qHTS Assay for Lipid Storage Modulators in Drosophila S3 Cells | Drosophila S3 cells, BODIPY lipid droplet fluorescence, 18-24 h; cells fed with added oleic acid | Potency in µM for hits, for the others lipid storage change, negative = inhibition, % at the top dose, mostly 46.1 µM | 320,000 compounds, 0.64% hits; active = well fitted inhibition curve with a large enough effect in the signal ratio, with a control signal flat, not every such curve was filed as active; inconclusive = small, poorly fitted or top-dose-only effect, or effect the other way, or a change in a side signal; the % refers to the signal ratio
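Drosophila S3 cells got compounds at several concentrations plus oleic acid (400 uM solution). Laser-scanning cytometry with 488 nm excitation read lipid droplets at 500-530 nm and cells at 575-640 nm. Percent activity was relative to 20 uM Triacsin C.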
Lipid storage S3 cell count max: further read-out of Lipid storage S3, marked with its call; cell number change, %; measured here: cell count max response;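 cells counted by Cell Tracker Red CMTPX staining in the red channel; peak over a dose series mostly up to 46.1 µM; percent activity relative to internal control wells on each plate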
Numbers without * were called inactive; i = inactive; ? = inconclusive; . = no result given; [ ] = another dose, or the depositor's remark. % is set by controls: 0 for no effect and ±100 for the full control effect; potency is the fitted concentration of half-maximal effect.

SMILES | Lipid storage S3 | Lipid storage S3 cell count max
CN(Cc1ccccc1)C(=O)C1CCCN1S(=O)(=O)c1ccc2c(c1)n(C)c(=O)c(=O)n2C (stereo not given) | ? | .
Cc1ccc(NC(=O)C2CCN(S(=O)(=O)c3ccc4c(c3)OCCCO4)CC2)nc1 | ? | .
O=C(NCCc1cccnc1)C1CCC(=O)N(CCc2cccc(F)c2)C1 (stereo not given) | i | -21.5
O=C(CCc1nnc(CCCCc2ccccc2)o1)NCc1cccc(F)c1 | ? | .
Cn1cnc([N+](=O)[O-])c1Sc1ccccc1 | i | -27.1
Cc1cc(C(=O)Nc2ccc3ccccc3c2)c(C)o1 | ? | .
COc1cccc(COC(=O)C2CCN(S(=O)(=O)c3ccc(C)cc3)CC2)c1OC | ? | .
CC(NC(=O)c1ccc(-c2cc(C(F)(F)F)ccc2Cl)o1)c1ccccc1 (stereo not given) | ? | .
NNC(=O)c1cc(O)c(O)c(O)c1 | 4.2% | 18.8
Nn1c(SCC(=O)NCCN2C(=O)CSC2=O)nnc1-c1ccc(OC(F)F)cc1 | ? | .
C=CCC(NCc1ccccc1)c1ccco1 (stereo not given) | -7.4% | 2.2
O=S(=O)(NC1CC1)c1ccc(Cl)cc1F | i | -4.8
Cn1c(NC(=O)c2ccc(Cl)s2)cc(=O)n(C)c1=O | 2.5% | -11.4
Fc1ccc(-c2ccc(Nc3cccc(F)c3)nn2)cc1 | i | -17.1
COCCN(CCNC(=O)c1ccc(NC2=NC3CS(=O)(=O)CC3S2)cc1)Cc1ccco1 (stereo not given) | 12.9% | 24.7

Exported with values under each structure: entries from further up.
Results follow in this order: Lipid storage S3 | Lipid storage S3 cell count max
O=S(=O)(NC1CC1)c1ccc(Cl)cc1F
    i | -4.8
Cn1c(NC(=O)c2ccc(Cl)s2)cc(=O)n(C)c1=O
    2.5% | -11.4
Fc1ccc(-c2ccc(Nc3cccc(F)c3)nn2)cc1
    i | -17.1
COCCN(CCNC(=O)c1ccc(NC2=NC3CS(=O)(=O)CC3S2)cc1)Cc1ccco1 (stereo not given)
    12.9% | 24.7

Among those listed so far, three contain a Cl atom:
SMILES | Lipid storage S3 | Lipid storage S3 cell count max
CC(NC(=O)c1ccc(-c2cc(C(F)(F)F)ccc2Cl)o1)c1ccccc1 (stereo not given) | ? | .
O=S(=O)(NC1CC1)c1ccc(Cl)cc1F | i | -4.8
Cn1c(NC(=O)c2ccc(Cl)s2)cc(=O)n(C)c1=O | 2.5% | -11.4

Three records drawn at random from the list so far, as already listed:
SMILES | Lipid storage S3 | Lipid storage S3 cell count max
COCCN(CCNC(=O)c1ccc(NC2=NC3CS(=O)(=O)CC3S2)cc1)Cc1ccco1 (stereo not given) | 12.9% | 24.7
Cc1cc(C(=O)Nc2ccc3ccccc3c2)c(C)o1 | ? | .
O=C(CCc1nnc(CCCCc2ccccc2)o1)NCc1cccc(F)c1 | ? | .

Further entries
SMILES | Lipid storage S3 | Lipid storage S3 cell count max
COC(=O)CN(n1cnnc1)S(=O)(=O)c1ccccc1 | ? | .
CCOC(=O)N1CCN(C(=O)CN2C(=O)NC(c3ccccc3)(c3ccccc3)C2=O)CC1 | ? | .
Cc1ccc2oc(C(=O)Nc3ccc(S(=O)(=O)Nc4onc(C)c4C)cc3)c(C)c2c1 | 3.4% | 16.2
CCOC(=O)CNC(=O)N1CCCC(CCC(=O)NCc2ccc(F)c(F)c2)C1 (stereo not given) | 3.1% | -2.8
O=C(Nc1ccc(NC(=O)c2cccs2)cc1)c1ccco1 | ? | .
O=C(Nc1ccc(Cl)c(-c2nc3ccccc3[nH]2)c1)c1ccc2c(c1)OCO2 | ? | .
c1ccc2c(c1)ccc1nnc(SCc3ccc4c(c3)OCCO4)n12 | ? | .
CC(=O)Nc1cccc(C(=O)OCN2C(=O)c3ccccc3C2=O)c1 | ? | .
CCN(C(=S)NC(=O)C1CCCC1)C1CCCCC1 | ? | .
COc1ccc(-c2nc(N)ncc2-c2ccccc2)c(O)c1 | ? | .
Cc1ccc(/C=N/N=C2/NC(=O)C(CC(=O)Nc3ccccc3)S2)o1 (stereo not given) | -0.4% | 0.7
Cc1nn(-c2ccccc2)c(C)c1/C=N/N1CCN(c2ccccc2)CC1 | ? | .
Cc1cc(C)cc(-n2cc[nH]c2=S)c1 | 21.7% | .
CCOC(=O)CC1(CC(=O)OCC)NC(=O)c2c(C)sc(C(=O)OCC)c2N1 | ? | .
O=C(COC(=O)CCc1nc2ccccc2c(=O)[nH]1)Nc1ccc(N2CCOCC2)cc1 | ? | .
Cc1cc(NC(=O)CN2CC(C)OC(C)C2)n(-c2nc3ccccc3s2)n1 (stereo not given) | ? | .
COc1ccc(CCNC(=O)c2ccc(NC(=O)CC3SC(N4CCCC4)=NC3=O)cc2)cc1 (stereo not given) | ? | .
CCC(=O)Nc1ccc(C(=O)CN2C(=O)NC3(CCCCCC3)C2=O)cc1 | ? | .
COc1cccc(-c2nc(Oc3cccc(C)c3C)c3ccccc3n2)c1O | 14.0% | -7.2
COc1ccccc1Oc1ccc(S(=O)(=O)N2CCCCC2C)cc1 (stereo not given) | ? | .
COc1ccc(S(=O)(=O)N2CCCC(C(=O)NCc3ccccc3)C2)cc1 (stereo not given) | i | -7.7
COc1cccc(/C=N/n2c(-c3n[nH]c4c3CCC4)n[nH]c2=S)c1OC | ? | .
Cc1ccc(C)c(N2CCN(CCCNC(=O)CCC(=O)N3CCOc4ccc(Cl)cc43)CC2)c1 | i | 6.2
Cc1c(Cl)c(-c2n[nH]c(=S)n2CC(C)C)nn1C | ? | .
COC(=O)c1ccccc1NC(=O)C1CC(=O)N(C2CCCCC2)C1 (stereo not given) | ? | .
O=C1CC(c2ccncc2)c2cc3c(cc2N1)OCCO3 (stereo not given) | ? | .
CCCc1nc2c(c(=O)c3ccccc3n2C)c(=O)n1-c1ccc(F)cc1 | ? | .
Cc1ccccc1NC(=O)C1CCN(c2cnccn2)CC1 | 10.1% | 1.2
O=C(CN1C(=O)S/C(=C\c2ccccc2)C1=O)NCCCn1ccnc1 | i | -5.9
Cc1c(CCC(=O)O)c(=O)oc2cc(OCc3cccc(F)c3)ccc12 | -4.4% | 8.8
COc1ccc(Cl)cc1NS(=O)(=O)c1c(C)nc2sccn2c1=O | ? | .
O=C(CCCN1C(=O)c2ccccc2C1=O)Nc1cccc(S(=O)(=O)NC2=NCCC2)c1 | ? | .
O=C(CNC(=O)c1ccco1)Nc1ccc(S(=O)(=O)N2CCCC2)cc1 | ? | .
CC(=O)c1ccc(NC(=O)CSc2nc3[nH]ncc3c(=O)[nH]2)cc1 | ? | .
COc1cc(/C=N\NC(=O)C2COc3ccccc3O2)cc(OC)c1O (stereo not given) | 14.2% | 4.5
CC(=O)Nc1ccc(Oc2cncc(Cl)c2)nc1 | ? | .
CCN(CC)CCCNC(=O)c1cn(CC)c2ccc(S(=O)(=O)N3CCc4ccccc4C3)cc2c1=O | 4.2% | 1.7
c1ccc(CCN2CN=C(Nc3nc4ccccc4s3)NC2)cc1 | ? | .
Cc1noc(C)c1C(=O)OCC(=O)C12CC3CC(CC(C3)C1)C2 | 6.3% | 5.6
Cc1ccc(Oc2nc3ccccc3n3c(C)nnc23)cc1 | ? | .
CC(=O)c1ccc(N2CCN(C(=O)c3n[nH]c4ccccc34)CC2)cc1 | ? | .
COc1ccc(NC(=S)N2CCCC2)c(OC)c1 | ? | .
Cc1ccc(SC[C@H](Cc2ccccc2)N2CC[C@@H](NC(=O)OCc3ccccc3)CCC2=O)cc1 | ? | .
COc1cc(C(=O)NCc2nnc(SCC(=O)N3CCC(C)CC3)o2)cc(OC)c1OC | ? | .
Cc1csc(=O)n1CC(=O)OCC(=O)NCc1ccccc1 | i | 25.0
O=C(O)c1ccc(CSc2nnc(-c3ccncc3)n2CC2CCCO2)cc1 (stereo not given) | ? | .
CN1CCN(S(=O)(=O)c2ccc(C(=O)Nc3ccccc3)cc2)CC1 | 5.5% | 7.3
O=C(CNC(=O)c1ccc(Br)o1)NNC(=O)c1ccccc1O | -18.1% | -2.9
COCCCn1c(SCC(=O)NC2CCCC2)nnc1-c1ccncc1 | ? | .
CC(C)N(Cc1nnc(-c2ccc(Cl)cc2)o1)C(=O)C1=COCCO1 | i | .
CC(C)NC(=O)CSc1nnc(-c2ccc3ncccc3c2)n1C | -1.3% | 15.4
CC(=O)c1ccccc1NC(=O)Cn1c(=O)cnc2ccccc21 | ? | .
O=C(COC(=O)C1CCCN1C(=O)c1cccs1)Nc1ccc2c(c1)OCO2 (stereo not given) | 17.5% | 11.1
O=C(CSC1=NCCS1)Nc1ccccc1F | ? | .
Cc1ccc(C)c(OCC(=O)NCC(C)C)c1C | ? | .
O=C(NCCN1CCCCC1)Nc1ccc(F)cc1F | -0.2% | 1.6
O=C(O)CCCC(=O)Nc1ccc(N=Nc2ccccc2)cc1 | 0.1% | 17.0
CC1CCC2C(=O)N(c3ccc(C(=O)NCc4ccccc4)cc3)C(=O)C2C1 (stereo not given) | ? | .
COc1ccc(C(=O)Oc2ccc(N(C)S(=O)(=O)c3ccccc3)cc2)cc1[N+](=O)[O-] | ? | .
Cc1nn(C)c(C)c1C(=O)NN | ? | .
The results go on:
SMILES | Lipid storage S3 | Lipid storage S3 cell count max
Fc1ccc(C(c2nnnn2C2CCCC2)N2CCN(Cc3ccncc3)CC2)cc1 (stereo not given) | ? | .
CC(=O)N1CCc2c(sc(NC(=O)c3ccc([N+](=O)[O-])o3)c2C#N)C1 | 16.9%[9.22 µM] | -9.8
O=C(N/N=C/C=C/c1ccccc1)c1ccccn1 | 7.4% | 6.9
O=C(NC(=S)Nc1ccc(CN2CCOCC2)cc1)c1ccc([N+](=O)[O-])cc1Cl | 25.6% | .
O=C(Nc1cc(-c2nc3ncccc3o2)ccc1Cl)c1cccs1 | ? | .
Cc1ccc(C2(CC(=O)N3CCCC3)CCOC(C(C)C)C2)cc1 (stereo not given) | 4.4% | 11.7
CSc1n[nH]c2nc3c(c(=O)n12)C1(CCCC1)Cc1ccccc1-3 | -14.0% | 2.8
COc1ccccc1N(CC(=O)Nc1ccc(C(F)(F)F)cc1)S(C)(=O)=O | -12.3% | -8.7
S=c1[nH]nc(CSCc2ccc(Cl)cc2Cl)n1-c1ccccc1 | i | .
O=C(c1cc2cc(Br)ccc2s1)N1CCOCC1 | 0.2% | -7.2
Cc1ccc(NC(=O)COC(=O)c2cc(Cl)ccc2[N+](=O)[O-])c(C)c1 | ? | .
CCC(C)(NC(=O)c1ccc2c(c1)OCO2)C(=O)NC1CCCCC1 (stereo not given) | -4.6% | 2.6
Cc1cccc(C(C)C)c1NC(=O)COC(=O)c1cccc(S(=O)(=O)N2CCc3ccccc3C2)c1 | ? | .
COc1ccc(C)cc1NC(=O)CN(C)S(=O)(=O)c1ccc2c(c1)CC(C)N2C(C)=O (stereo not given) | ? | .
COc1cc2ccccc2cc1C(=O)NC1CCCCC1 | ? | .
CCSc1nnc(-c2ccc(Cl)cc2Cl)o1 | i | 5.8
CCN1C(=O)CCCc2ccccc21 | ? | .
Cc1cc(C)cc(C(=O)N(Cc2ccco2)c2c(N)n(Cc3ccccc3)c(=O)[nH]c2=O)c1 | ? | .
COC(=O)[C@@]1(Cc2ccc(F)cc2)[C@H]2c3cc(C(=O)N(C)C)n(Cc4nc5ccccc5[nH]4)c3C[C@H]2CN1C(=O)c1ccccc1 | ? | .
COc1ccc(NCc2cccnc2)cc1 | -4.5% | 5.0
COC(=O)c1sc(-c2ccc(C(C)(C)C)cc2)cc1NC(=O)CCC(=O)O | 28.1% | .
COC(=O)[C@@H]1CC[C@H](C)[C@@H](c2ccc(C)cc2)N1C(=O)c1ccc(/C=N/OC[C@@H](O)COCc2ccco2)cc1 | ? | .
O=C(/C=C/c1cc(Br)ccc1F)Nc1cccnc1 | i | 4.0
COCCn1c(=O)c2c(nc3n2CCCN3Cc2ccccc2)n(C)c1=O | ? | .
CC(C)CC1C(C#N)=C(N)SC(N)=C1C#N | ? | .
COc1ccc2cc(-c3[nH]ncc3CN3CCCC3c3nonc3C)ccc2c1 (stereo not given) | -11.2% | -4.0
Cc1cccc(NC2=NCC(=O)N2CCc2ccccc2)c1 | -14.6% | -21.6
Cc1ccccc1-c1ccc(=O)n(CC(=O)Nc2ccc(-n3cnnn3)cc2)n1 | 18.1% | 9.2
CC1CCC(NC(=O)CN2CCCN(Cc3ccc(F)cc3Cl)C2=O)CC1 (stereo not given) | ? | .
CCCCNc1ccccc1C(=O)OCC(=O)Nc1ccc(S(N)(=O)=O)cc1 | 17.5% | 10.9
O=C(Nc1ccc2c(c1)OCCO2)c1c[nH]c(=O)n(-c2ccc(F)c(Cl)c2)c1=O | 0.1% | 5.3
Cc1nc([N+](=O)[O-])cn1CC(O)c1ccc(F)cc1 (stereo not given) | ? | .
CC(=O)Nn1c(C)nnc1-n1nc(C)cc1C | ? | .
COc1ccc(-c2sc3ccc(OC)cc3c2C#Cc2ccccn2)cc1 | ? | .
CC(C)CCNC(=O)c1ccc(Cl)c(NC(=O)c2ccccc2F)c1 | ? | .
O=C(NC(=S)Nc1ccccc1N1CCOCC1)c1sc2ccccc2c1Cl | ? | .
COc1ccc(C(=O)c2c(-c3cccc(C)c3)oc3ccc(N4CCOCC4)cc23)cn1 | ? | .
O=C(CSc1cn(CC(=O)N2CCCC2)c2ccccc12)NCC1CCCO1 (stereo not given) | 6.1% | -0.9
CCN(C(=O)c1cc2cccc(OC)c2oc1=O)C1CCCCC1 | 6.7% | -16.4
O=C(Nc1ccc(N2CCN(Cc3ccccc3)CC2)cc1)c1ccccc1[N+](=O)[O-] | 2.8% | 27.9
CN(C)C(=O)C[n+]1ccc(/C=N/O)cc1 | ? | .

The list is partial (hit frequency here may not be typical).
